hERG WT inh: inhibitors of human wildtype KCNH2 potassium channel; U2OS, BacMam KCNH2, thallium flux FluxOr; hits give low values; 0.37% of 340,000 active; activity change, % at 1.84 µM; AID 720551; Q12809;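 active means maximum activity change below -70%; inconclusive means maximum activity change between -70% and -50%; inactive means maximum activity change above -50%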; further: on the % scale 0 is the no-effect control and ±100 the full control effect
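U2OS cells were transduced with wild-type KCNH2 virus (2.03 x 10^8 / mL) for 4 h at room temperature, then cultured overnight at 37 C. Thallium flux was read with FluxOr dye. Rate constants were normalized to DMSO controls.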
Mito fusion yeast: blocks mitochondrial division or promotes mitochondrial fusion; S. cerevisiae fusion-defective mutant growth rescue, CellTiterGlo 48 h; Potency, µM (titrated, usually from 46.1 µM), for the others: at the top dose growth rescue (activation), hits mostly activators; 0.23% of 320,000 active;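 further: potency means the concentration at half of the fitted maximal effect; % of control where 0% means no effect; nearly all actives have a fitted effect of over 45% in size; temperature-sensitive fusion mutants such as fzo1-1 at 37 °C on non-fermentable ethanol glycerol medium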
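Yeast fusion mutant, YPEG (non-fermentable carbon), compound, 48 h at 37C non-permissive; CellTiterGlo added, 10 min RT, luminescence read. Rescued growth = division inhibition.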
Menin-MLL TR inh: displaces Texas Red mutant MLL peptide from human menin. 0.23% of 270,000 active. Potency, µM (doses to about 61.6 µM), without a hit: at the top dose FP activity change, negative = inhibition, actives largely listed as inhibitors. O00255. Menin + Texas Red MLL mutant peptide, fluorescence polarization. AID 1768; active means well fitted inhibition curve with a large enough effect in the polarisation, with a control signal flat, not every such curve was filed as active; inconclusive means small, poorly fitted or top-dose-only effect, or effect the other way, or a change in a side signal; inactive means no such curve, though single readings can be large or run the other way; the % refers to the polarisation; further: potency means the concentration at half of the fitted maximal effect; % of control where 0% means no effect; many of its hits are not listed in these tables
PKM2 act: activators of human pyruvate kinase M2; 0.34% of 260,000 active; P14618; purified PKM2, Kinase-Glo ATP luminescence, activation; response scale: 0% is enzyme alone, no compound; Potency, µM (doses to about 57.5 µM), for inactives: at the top dose activation, usual class: activators; further: potency means the concentration at half of the fitted maximal effect; on the % scale 0 is the no-effect control and ±100 the full control effect; nearly all actives have a fitted effect of over 55% in size
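Kinase-Glo luminescence reports ATP generated from ADP (0.1 mM) and PEP (0.5 mM) by purified hPK-M2 after 1 h at room temperature, pH 7.2 imidazole buffer; intermediate enzyme activity allows detecting inhibitors and activators.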
TSHR antag: antagonists of human thyroid stimulating hormone receptor; P16473; TSHR-expressing cells, TSH-stimulated cAMP HTRF, 2 h; hits give low values; activity change, negative = inhibition, % at 11.5 µM; 0.2% of 330,000 active; AID 504810;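 active means activity change below a set negative limit, meaning inhibition stronger than a set level, cut at about -70% in these data; inconclusive means activity change between two set negative limits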; further: on the % scale 0 is the no-effect control and ±100 the full control effect
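TSHR-expressing cells were treated with compounds, then stimulated with TSH at EC80 (4nM final) for 2 hours at 37 deg C. Cellular cAMP was measured by HTRF competition between lysate cAMP and cAMP-d2 for a cryptate-labelled anti-cAMP antibody.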
Eya2 phos inh: inhibitors of human Eya2 phosphatase activity | recombinant Eya2, OMFP fluorescence dephosphorylation (OMFP is methylfluorescein phosphate) | Potency, µM (top dose mostly 76.9 µM), inactives show at the highest dose activity, negative = inhibition, most hits filed as inhibitors | 0.006% of 330,000 active | AID 488837; further: potency means the concentration at half of the fitted maximal effect; on the % scale 0 is the no-effect control and ±100 the full control effect
Target sequence (O00167 whole entry, looked up): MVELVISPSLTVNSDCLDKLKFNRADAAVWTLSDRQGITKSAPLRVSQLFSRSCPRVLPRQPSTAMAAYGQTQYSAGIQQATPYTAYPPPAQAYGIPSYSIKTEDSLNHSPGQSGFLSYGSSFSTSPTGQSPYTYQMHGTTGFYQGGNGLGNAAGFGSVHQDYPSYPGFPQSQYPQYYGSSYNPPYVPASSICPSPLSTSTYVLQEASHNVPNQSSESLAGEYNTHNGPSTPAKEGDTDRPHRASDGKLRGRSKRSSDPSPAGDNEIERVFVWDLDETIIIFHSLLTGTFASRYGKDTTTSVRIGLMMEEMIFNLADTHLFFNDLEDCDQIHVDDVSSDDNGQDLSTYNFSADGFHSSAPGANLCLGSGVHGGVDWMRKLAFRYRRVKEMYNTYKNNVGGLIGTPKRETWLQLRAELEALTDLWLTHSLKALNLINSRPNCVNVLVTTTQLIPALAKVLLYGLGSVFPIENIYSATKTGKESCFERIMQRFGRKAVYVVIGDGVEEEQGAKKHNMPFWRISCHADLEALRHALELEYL
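Eya2 (0.2 uM) preincubated 10 min at ambient with compound, then OMFP substrate added at 50 uM; 10 min reaction in 50 mM HEPES pH 7.5, 50 mM NaCl, 5 uM MgCl2, 0.05% BSA, 1 mM DTT. Fluorescence read at Ex 485/Em 525 nm.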
Chronic BCR inh: inhibitors of chronic active B-cell receptor signaling | 0.05% of 340,000 active | Potency, µM (highest dose often 46.1 µM), for the others: at the highest dose ratio change, negative = lower green/red ratio, hits mostly inhibitors | ABC-DLBCL IkBa-CBG/CBR reporter, luminescence ratio, 4 h; active means well fitted inhibition curve with a large enough effect in the signal ratio, with a control signal flat, not every such curve was filed as active; inconclusive means small, poorly fitted or top-dose-only effect, or effect the other way, or a change in a side signal; the % refers to the signal ratio;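 further: potency means the concentration at half of the fitted maximal effect; plate controls were basal doxycycline-induced cells for no effect and cells given 10 µM MG132 for full effect; MG132 reads +100%, hits lower the ratio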
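Concentration-response series (up to 46 uM) were applied to TMD8 dual-reporter cells for 4 h at 37C with doxycycline. Green/red ratio, after filter-overlap correction, defined %Activity; red signal alone was normalised to basal cells and zero luminescence.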
MBNL1 CUG block: MBNL1-poly(CUG) RNA binding inhibition; Q9NR56; TR-FRET MBNL1-His/biotin-(CUG)12 binding, 665/545 ratio; Potency, µM (titrated, usually from 57.5 µM), inactives show at the highest dose activity change, negative = inhibition, actives largely listed as inhibitors; 0.036% of 280,000 active; AID 2675; active means well fitted inhibition curve with a large enough effect in the signal ratio, with a control signal flat, not every such curve was filed as active; inconclusive means small, poorly fitted or top-dose-only effect, or effect the other way, or a change in a side signal; inactive means no such curve, though single readings can be large or run the other way; the % refers to the signal ratio; further: potency means the concentration at half of the fitted maximal effect; on the % scale 0 is the no-effect control and ±100 the full control effect
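Compounds (final 92 nM to 58 uM) are added to His-tagged MBNL1 and biotin-(CUG)12, then terbium anti-His antibody and streptavidin-XL665 (5 nM final). After 60 min at room temperature, the 665/545 nm ratio is read.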
USP2a inh: inhibitors of human ubiquitin-specific protease USP2a; USP2 core, Ub-CHOP2 coupled fluorogenic reporter, 485/531; Potency, µM (titrated, usually from 38.3 µM), for the others: at the top dose activity change, negative = inhibition, hits mostly inhibitors; 0.01% of 330,000 active; AID 463254;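 further: potency means the concentration at half of the fitted maximal effect; plate controls were DMSO wells for no effect and full inhibition by NEM control for full effect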
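Deubiquitinase activity read as fluorescence (485/531 nm) after Ub-CHOP2 cleavage activates the enterokinase reporter on its substrate; USP2 core 10nM, Ub-CHOP2 and substrate 25nM each, 30min compound preincubation then 60min RT; data normalized to NEM, curves fitted.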
GALK inh: inhibitors of human galactokinase | AID 1868 | P51570 | Purified GALK, Kinase-Glo residual ATP luminescence | 0.007% of 270,000 active | Potency, µM (doses to about 57.5 µM), for the others: top-dose activity change, negative = inhibition, actives largely listed as inhibitors; further: potency means the concentration at half of the fitted maximal effect; on the % scale 0 is the no-effect control and ±100 the full control effect
Target sequence (P51570 whole entry, looked up): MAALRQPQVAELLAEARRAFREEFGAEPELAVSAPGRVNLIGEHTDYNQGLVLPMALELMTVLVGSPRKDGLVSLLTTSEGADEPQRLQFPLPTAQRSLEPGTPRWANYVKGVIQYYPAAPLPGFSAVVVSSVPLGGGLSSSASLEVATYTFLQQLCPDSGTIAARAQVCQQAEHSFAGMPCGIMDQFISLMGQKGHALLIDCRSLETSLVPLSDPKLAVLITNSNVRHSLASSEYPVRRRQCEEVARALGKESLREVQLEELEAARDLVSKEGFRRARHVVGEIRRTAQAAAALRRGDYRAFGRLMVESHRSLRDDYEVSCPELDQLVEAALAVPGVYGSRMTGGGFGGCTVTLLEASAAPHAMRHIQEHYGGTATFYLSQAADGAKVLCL
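Galactose (100 uM) and ATP (35 uM) were turned over by 5 nM GALK for 1 h at RT. Kinase-Glo Plus then converted the remaining ATP into a luminescent signal.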
ASM inhibitor: inhibitors of human secretory acid sphingomyelinase. P17405. placental ASM, HMU-PC fluorogenic substrate, 60 min. Potency, µM (top dose mostly 57.5 µM), for inactives: top-dose activity change, negative = inhibition, most hits filed as inhibitors. 0.006% of 340,000 active; further: potency means the concentration at half of the fitted maximal effect
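qHTS format. ASM enzyme prepared from human placenta hydrolyses the fluorogenic substrate HMU-PC0 (9 uM final) over 60 min at 37 °C after a 10 min compound preincubation.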
* = called active by the depositor; ? = inconclusive; · = not tested or not shown; [ ] = another dose, or the depositor's remark. Unless noted, the call rests on the fitted dose curve; in most records, active means well fitted curve in the direction sought with a large enough effect; inconclusive means small, poorly fitted or top-dose-only effect, or another doubt; inactive means no such curve, though single readings can be large; an effect the other way counts as inactive or inconclusive.

no.	SMILES	hERG WT inh	Mito fusion yeast	Menin-MLL TR inh	PKM2 act	TSHR antag	Eya2 phos inh	Chronic BCR inh	MBNL1 CUG block	USP2a inh	GALK inh	ASM inhibitor
1	C=CCn1c(CNS(=O)(=O)c2ccc(Br)cc2)n[nH]c1=S	6	0%	·	1%	1	-7%	2%	-2%	2%	-3%	2%
2	O=C(COC(=O)C1CCCCC1)Nc1ccccc1OC(F)F	1	7%	1%	1%	0	-8%	-3%	-2%	0%	8%	-3%
3	COc1ccc(-c2nn(-c3ccccc3)cc2C(=O)N2CCN(C(=O)c3ccco3)CC2)cc1	4	·	·	·	9	1%	0%	·	-3%	·	6%
4	CCN=C1SC(CC(=O)Nc2sc(C)c(C)c2C(=O)OC)C(=O)N1CC (configuration not stated)	-10	0%	-1%	-1%	-3	6%	1%	0%	0%	-1%	-13%
5	O=C(CCC(=O)N(CC(=O)NC1CCCCC1)c1ccccc1F)Nc1nccs1	-5	-6%	-13%	·	2	16%	?	-1%	2%	-4%	0%
6	Cc1ccc(-n2c(-c3ccccc3)cc(/C=N/NC(=O)CC#N)c2-c2ccccc2)cc1	·	12%	-12%	1%	13	-7%	-12%	-2%	0%	3%	·
7	O=C(CNC(=S)N(Cc1ccccc1F)C1CCCCC1)NCC1CCCO1 (configuration not stated)	4	2%	-10%	11%	-7	-7%	1%	·	0%	-1%	-1%
8	COc1ccc(C(C(=O)NC2CCCC2)N(CCO)C(=O)Cn2nnc(-c3ccc(C)o3)n2)cc1OC (configuration not stated)	-3	-3%	7%	·	3	5%	1%	-9%	0%	5%	-4%
9	C[C@H](CO)N1C[C@H](C)[C@H](CN(C)Cc2ccccc2)Oc2ccc(NC(=O)Nc3ccc(F)cc3)cc2C1=O	·	·	·	·	-2	-28%	1%	·	-2%	·	-4%
10	CCCCCC(=O)Nc1nc(C)c(-c2csc(Nc3cc(Cl)ccc3OC)n2)s1	4	1%	?	1%	-19	16%	0%	111%[activator]	-2%	1%	-11%
11	CC(C)c1ccc(C(=O)NCCCN(C)C)cc1	11	-1%	-1%	-6%	0	-13%	?	3%	0%	0%	1%
12	O=C(NNS(=O)(=O)c1ccccc1)C1CC(c2cccnc2)=NO1 (configuration not stated)	-5	7%	10%	-2%	7	9%	-5%	-7%	1%	3%	-2%
13	COc1ccc(CCNc2oc(COc3ccccc3F)nc2C#N)cc1OC	-10	9%	14%	1%	-11	-11%	-3%	-7%	2%	4%	-1%
14	O=C(NC1CCCCCCC1)c1cc(COc2ccc3ncccc3c2)on1	-2	1%	16%	-3%	-24	-1%	-1%	0%	-1%	8%	-10%
15	COc1ccccc1NC(=O)c1ccc(S(=O)(=O)NCc2ccco2)cc1	-1	7%	26%	-3%	0	-1%	5%	-7%	4%	18%	0%[11.5 µM]

Sorted by molecular weight (highest first): some entries from above
no.	SMILES	hERG WT inh	Mito fusion yeast	Menin-MLL TR inh	PKM2 act	TSHR antag	Eya2 phos inh	Chronic BCR inh	MBNL1 CUG block	USP2a inh	GALK inh	ASM inhibitor
9	C[C@H](CO)N1C[C@H](C)[C@H](CN(C)Cc2ccccc2)Oc2ccc(NC(=O)Nc3ccc(F)cc3)cc2C1=O	·	·	·	·	-2	-28%	1%	·	-2%	·	-4%
10	CCCCCC(=O)Nc1nc(C)c(-c2csc(Nc3cc(Cl)ccc3OC)n2)s1	4	1%	?	1%	-19	16%	0%	111%[activator]	-2%	1%	-11%
13	COc1ccc(CCNc2oc(COc3ccccc3F)nc2C#N)cc1OC	-10	9%	14%	1%	-11	-11%	-3%	-7%	2%	4%	-1%

Next part
no.	SMILES	hERG WT inh	Mito fusion yeast	Menin-MLL TR inh	PKM2 act	TSHR antag	Eya2 phos inh	Chronic BCR inh	MBNL1 CUG block	USP2a inh	GALK inh	ASM inhibitor
16	Cc1ccc2nsnc2c1S(=O)(=O)NCc1cccnc1	-2	-7%	-29%	-5%	6	11%	6%	?	-1%	0%	3%
17	O=C(Nc1cc(SCCO)cc([N+](=O)[O-])c1)c1ccco1	1	7%	9%	8%	-2	-4%	?	?	-1%	1%	6%
18	O=C(Nc1ccccc1)c1nc[nH]c1C(=O)NCc1ccccc1	1	-28%	·	·	-5	-17%	12%	·	3%	·	-14%
19	CN1CC(=O)N/C1=N/C(=O)Nc1cccc(Cl)c1	·	?	15%	-6%	-15	10%	·	·	·	·	·
20	COc1ccc(C(=O)NN)cc1COc1ccc(Br)cc1	-3	-1%	32%[activator]	2%	-5	3%	-1%	5%	-1%	5%	-9%
21	CCOc1ccccc1N1CC(C(=O)N(CC)CC(=O)Nc2ccc3c(c2)OCCO3)CC1=O (configuration not stated)	-3	-3%	·	·	7	-5%	-7%	·	2%	·	·
22	COc1ccccc1N1CCN(C(=O)c2cc(-c3ccc(F)cc3)[nH]c2C)CC1	-11	6%	-4%	·	3	?	?	2%	-8%	·	-12%
23	C#Cc1ccc([C@@H]2C=C(C(=O)NCc3ccccc3)O[C@H](OCC)[C@H]2CCCO)cc1	0	0%	-15%	-1%	2	-3%	?	2%	0%	-1%	-3%
24	O=C(NCCc1ccc([N+](=O)[O-])cc1)c1ccccc1	3	-3%	·	0%	18	?	1%	·	0%	-1%	1%
25	O=C(COC(=O)c1cccc([N+](=O)[O-])c1)NCc1cccs1	-27	-5%	-2%	-41%	-5	11%	5%	?	10%	-2%	0%
26	O=C(NCc1cccs1)C1CCN(S(=O)(=O)c2ccccc2F)CC1	4	3%	·	14µM*	-4	-5%	-5%	-6%	-2%	-2%	-1%
27	COc1ccccc1NS(=O)(=O)c1ccc2ccccc2c1	5	-22%	50%[activator]	·	-7	-5%	-6%	4%	-1%	6%	-1%
28	O=C(NCc1ccc2c(c1)OCO2)C1CCC(CNc2c(N3CCCCC3)c(=O)c2=O)CC1 (configuration not stated)	5	2%	-12%	-2%	-5	-24%	-2%	6%	1%	-1%	-2%
29	O=C(c1cc2c(=O)n3ccccc3nc2s1)N1CCN(c2cccc(Cl)c2)CC1	32	?	38%[activator]	·	-2	-9%	4%	20%	-7%	-2%	248%[activator]
30	O=C(c1ccccc1F)N(Cc1ccc(F)cc1)C1CCS(=O)(=O)C1 (configuration not stated)	13	3%	26%	1%	0	-22%	-4%	2%	-7%	2%	1%
31	CCC(C(=O)OCC(=O)Nc1cc(Cl)ccc1Cl)c1ccccc1 (configuration not stated)	0	13%	0%	4%	-15	-10%	16%	-2%	0%	1%	-2%
32	Cc1ccc(C)c(NC(=S)NC(C)C(c2ccccc2)N2CCN(C)CC2)c1 (configuration not stated)	-2	6%	?	-4%	-17	-21%	?	-6%	0%	1%	-2%
33	COc1ccc(/C=N/OCC(=O)NC(c2ccccc2)c2ccccc2)c(OC)c1	3	?	-13%	4%	4	-4%	-16%	-10%	-2%	0%	-4%

By substructure: the compounds so far containing two or more sulfur atoms (5)
no.	SMILES	hERG WT inh	Mito fusion yeast	Menin-MLL TR inh	PKM2 act	TSHR antag	Eya2 phos inh	Chronic BCR inh	MBNL1 CUG block	USP2a inh	GALK inh	ASM inhibitor
1	C=CCn1c(CNS(=O)(=O)c2ccc(Br)cc2)n[nH]c1=S	6	0%	·	1%	1	-7%	2%	-2%	2%	-3%	2%
4	CCN=C1SC(CC(=O)Nc2sc(C)c(C)c2C(=O)OC)C(=O)N1CC (configuration not stated)	-10	0%	-1%	-1%	-3	6%	1%	0%	0%	-1%	-13%
10	CCCCCC(=O)Nc1nc(C)c(-c2csc(Nc3cc(Cl)ccc3OC)n2)s1	4	1%	?	1%	-19	16%	0%	111%[activator]	-2%	1%	-11%
16	Cc1ccc2nsnc2c1S(=O)(=O)NCc1cccnc1	-2	-7%	-29%	-5%	6	11%	6%	?	-1%	0%	3%
26	O=C(NCc1cccs1)C1CCN(S(=O)(=O)c2ccccc2F)CC1	4	3%	·	14µM*	-4	-5%	-5%	-6%	-2%	-2%	-1%

Some of the compounds tested (hit frequency here may not be typical).
